Screening results: PubChem BioAssay, several laboratories
aDG glyco act: increases alpha dystroglycan glycosylation. Pro5-aDG cells, alpha-DG glycosylation AlphaScreen (IIH6); 0% Pro5, 100% B10-LARGE cell signal. activation, % at 10 µM. 360,000 compounds, 0.22% hits. AID 624168;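 active means activation of at least 8% versus controls, or a plate z-score of at least 8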;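 further: Pro5 are CHO cells carrying HIG-tagged alpha-DG that lacks glycosylation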
Exocytosis inh: lytic granule exocytosis inhibition. TALL-104 LAMP-1 surface exposure, flow cytometry; cells stimulated with thapsigargin and PMA. inhibition, % at 10 µM. 360,000 compounds, 0.66% hits;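 active means inhibition above about 55%, limit read from the data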
CaV13 ICDI inh: Primary screen for inhibitors of IQ motif and Ca2+-dependent inactivation inhibitor domain binding in CACNA1D, Förster resonance energy transfer in living cells, …. HEK cells, CFP/YFP FRET ICDI-IQ, plate reader, 10 min; percent FRET-ratio fall versus neutral wells. inhibition, % at 12.3 µM. 340,000 compounds, 0.098% hits. AID 743397;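 active means mean replicate inhibition of at least 30% and at least 1% of replicates passing that level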;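 further: 0% = median of the neutral control wells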
Glyco luc inh: blocks N-linked glycosylation in D54 reporter cells | D54 ERlucT glycosylation luciferase reporter, 24 h; percent of 100 nM tunicamycin response | 360,000 compounds, 0.23% hits | reporter increase, % at 12.5 µM | AID 588692;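 active means mean luciferase reporter signal, scaled so untreated is 0 and the glycosylation-blocking control 100, at or above a set limit in every replicate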;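 further: luciferase carries N-glycosylation sites so blocking glycosylation raises the light; 0% = median of neutral control wells and 100% = median of 100 nM tunicamycin wells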
ABCB6 inh 2: inhibitors of human ABC transporter ABCB6; AID 602162; fluorescence ratio to DMSO, % at 10 µM; K562-ABCB6 porphyrin accumulation, flow cytometry, 1 h; active compounds read low; Q9NP58; 360,000 compounds, 0.19% hits;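 active means fluorescence ratio to DMSO below 75%, the collection mean minus 3 SD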;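 further: signal is porphyrin accumulated inside mitochondria; 100% equals median channel fluorescence of DMSO control wells; lower ratio means ABCB6 inhibition with less porphyrin fluorescence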
Vif imaging: HIV Vif inhibition. AID 602346. 340,000 compounds, 0.35% hits. inhibition, % at 7.49 µM. HEK293T cells, Vif self-association by quenched fluorescence, imaging, 24 h; in the data active means inhibition above about 50%, passing the limit was not always enough; further: some results filed as inactive read as strong as hits
hiPSC survival: increases survival of single human iPS cells; hiPSC single-cell survival, ATPlite luminescence; 100% = ROCK inhibitor wells, 0% = DMSO; survival enhancement, % at 20 µM; 360,000 compounds, 0.044% hits; AID 602274; in the data active means survival enhancement above about 18%;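 further: cells exposed to compounds for 16 hours before the ATP read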
PDI turbidity: blocks human protein disulfide isomerase activity. P07237. PDI insulin aggregation turbidity, A650, 90 min. inhibition, % at 10 µM. 350,000 compounds, 0.052% hits;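 active means mean inhibition across replicates of 30% or more, whatever share of single replicates reach that level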;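 further: absorbance from insulin aggregation driven by PDI reduction with DTT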
Target sequence (P07237 whole entry, looked up): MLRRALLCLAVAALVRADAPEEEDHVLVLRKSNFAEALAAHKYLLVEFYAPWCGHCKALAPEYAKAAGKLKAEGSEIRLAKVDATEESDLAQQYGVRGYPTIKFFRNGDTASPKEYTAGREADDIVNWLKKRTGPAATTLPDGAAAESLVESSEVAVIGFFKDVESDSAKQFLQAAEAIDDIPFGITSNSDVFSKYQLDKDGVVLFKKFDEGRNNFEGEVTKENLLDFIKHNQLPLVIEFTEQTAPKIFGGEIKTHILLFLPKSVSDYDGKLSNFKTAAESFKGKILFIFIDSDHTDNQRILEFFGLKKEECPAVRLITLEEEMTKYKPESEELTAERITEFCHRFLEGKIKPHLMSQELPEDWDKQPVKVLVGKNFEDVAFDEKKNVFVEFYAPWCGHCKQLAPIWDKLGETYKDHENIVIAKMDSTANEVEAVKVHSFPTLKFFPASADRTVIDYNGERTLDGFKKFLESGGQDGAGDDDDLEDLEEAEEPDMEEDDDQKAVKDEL
m5-HT2A agonist: mouse HTR2A agonism via beta-arrestin recruitment | P35363 | CHO-K1 mHTR2A beta-arrestin complementation, luminescence; percent of 30 µM serotonin response | activation, % at 7.6 µM | 360,000 compounds, 0.66% hits | AID 624169;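 active means activation above a run cutoff, the mean activation of all tested compounds plus 3 SD, cut at about 14% in these data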;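 further: 0% = plate median of compound wells and 100% = 30 µM serotonin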
Target sequence (P35363 whole entry, looked up): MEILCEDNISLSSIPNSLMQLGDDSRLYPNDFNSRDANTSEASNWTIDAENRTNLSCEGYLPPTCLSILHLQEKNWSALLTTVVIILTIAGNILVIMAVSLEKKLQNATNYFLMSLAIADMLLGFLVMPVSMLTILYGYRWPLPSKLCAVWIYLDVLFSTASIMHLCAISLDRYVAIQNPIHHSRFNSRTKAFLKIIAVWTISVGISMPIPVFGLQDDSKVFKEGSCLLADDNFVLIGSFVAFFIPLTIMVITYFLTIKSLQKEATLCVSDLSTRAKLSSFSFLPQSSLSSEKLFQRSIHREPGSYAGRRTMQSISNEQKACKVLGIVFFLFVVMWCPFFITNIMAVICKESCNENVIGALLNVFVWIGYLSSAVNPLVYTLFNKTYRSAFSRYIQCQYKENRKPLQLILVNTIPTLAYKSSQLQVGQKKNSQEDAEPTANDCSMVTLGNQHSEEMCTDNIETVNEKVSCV
H9c2 protect: myocardial damage modulation in H9c2 cells; H9c2 cardiomyocytes, H2O2 injury protection, ATPLite, 2 h; 360,000 compounds, 0.63% hits; protection from H2O2 cell death, % at 20 µM;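 active means compounds giving at least 50% protection of heart cells from peroxide-induced death in the single-dose screen, raw or plate-pattern-corrected value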;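 further: 0% = DMSO wells with peroxide and 100% = DMSO wells without peroxide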
Active calls of the source: *; . = no result given; & = joins results of further samples.

Order of results – aDG glyco act	Exocytosis inh	CaV13 ICDI inh	Glyco luc inh	ABCB6 inh 2	Vif imaging	hiPSC survival	PDI turbidity	m5-HT2A agonist	H9c2 protect
Cc1cccc(C(=O)NC2CCN(C(=O)Nc3ccc(F)cc3)CC2)c1
→ 0.0	-4	-3	0	95	-10	-0.2	1	-2	-4
CCc1nc2sc3ccccc3c(=O)c2c(=O)n1CCOC
→ 0.0	-1	-3	0	95	4	-1.2	-2	-1	3
CNc1ccc(/C=C/C(=O)c2cccc3ccccc23)cc1[N+](=O)[O-]
→ -0.2	5	-15	46*	96	3	-2.3	-6	2	3
CCCCC(OC(=O)c1cc2occc2n1C)C(=O)NCC1CCCO1 (centres undefined)
→ -0.1	-3	-9	2	97	3	-1.9	-1	-7	-4
CC(C)(OC(=O)NC(=O)C(F)(F)F)C(C)(C)OC(=O)NC(=O)C(F)(F)F
→ -0.5	-5	5	0	103	6	1.9	4	5	6
COc1cnc(-c2ccccc2)[nH]c1=O
→ 0.0	-5	-10	1	98	9	1.5	-5	2	1
COC(=O)c1sc2ncn(-n3c(C)ccc3C)c(=O)c2c1C
→ 0.0	-2	-4	1	98	-5	3.2	2	3	3
CCC(CC)c1nnc(NC(=O)c2cc(-c3ccccc3)nc3ccccc23)s1
→ -0.2	0	-10	-2	96	2	0.7	-10	3	3
COc1ccc(N2C(=S)NC3N2C(=S)NC3(C)c2ccccc2)cc1 (centres undefined)
→ 0.4	1	-5	3	106	6	0.8	-7	0	-1
O=C1C2C3C=CC(C4CC34)C2C(=O)N1/N=C/c1ccc(-c2ccc([N+](=O)[O-])cc2)o1 (centres undefined)
→ -0.1	-1	-4	-1	101	-3	1.1	0	3	19
O=C(Nc1cccc(F)c1)c1cc(S(=O)(=O)N2CCC(C(=O)O)CC2)ccc1F
→ 0.2	0	-9	1	100	8	0.2	11	-3	0
Cc1cccc(Oc2coc3cc(OC(=O)c4cncc(Br)c4)ccc3c2=O)c1
→ -0.1	-4	.	0	100	-2&1	-1.5	-9	1	3
CC(C)(C)OC(=O)NCCCC[C@@H](C(=O)N1CCN(C(=O)OC(C)(C)C)CC1)n1cc(C(CO)NC(=O)OC(C)(C)C)nn1 (some centres undefined)
→ -0.1	4	-6	3	98	-10	1.5	1	-6	9
C=CC(=O)Nc1cccc(Oc2cc(Cl)nc3[nH]ccc23)c1
→ 0.8	5	-10	-4	97	-2	-2.5	20	-5	-2
CCN(Cc1nc(-c2ccc(Cl)cc2)no1)CC1CCCO1 (centres undefined)
→ -0.1	-2	-5	1	93	16	-0.5	-8	-1	-14
Cc1ccc(S(=O)(=O)/N=C(/Nc2ccc(F)cc2F)c2ccccc2)cc1
→ -0.1	-1	-14	-1	100	2	0.0	-7	3	-10
COc1cc2c(cc1OC)C(C)N(C(=O)c1cc3c(s1)-c1ccccc1OC3)CC2 (centres undefined)
→ 0.1	4	-1	0	101	8	7.4	.	-3	-23
CN(Cc1ccccc1)C(=O)COC(=O)C1=NNC(=O)CC1
→ -0.3	0	-19	1	95	-9	0.9	9	-2	-4
CCCCN(C)C(=O)c1nc2ccccn2c1CN1CCC[C@H]1CO
→ 0.0	2	-6	-3	98	-3	-0.6	-4	7	3
Cc1cc(C)c2c(N)c(C(=O)c3ccccc3)sc2n1
→ 0.4	6	-6	-6	97	-4	-0.6	0	0	-2
Cc1nn(-c2ccccc2)c(C)c1C(=O)Nc1ccc(N2CCOCC2)cc1
→ 0.0	7	-4	0	97	1	-0.7	-1	-1	-1
Cc1sc(=NC(=O)c2ccco2)n(C)c1-c1ccccc1
→ 0.2	-3	-4	-14	98	4	-5.5	-5	4	-19
O=C(Nc1ccccc1F)c1ccc2sc([C@H]3C[C@H](O)[C@@H](CO)O3)nc2c1
→ -0.1	3	-10	-2	99	.	1.0	-7	-3	-7
CCOc1ccc(C(=O)c2cc([N+](=O)[O-])ccc2N2CCOCC2)cc1
→ -0.3	0	-13	7	101	74*	-3.1	10	-4	-3
CCN(CC)CCNC(=O)c1ccc(NC(=O)c2ccc(F)cc2F)cc1
→ -0.3	-1	-16	-3	91	-10	3.2	-17	0	6
O=C1CSCN1c1cc(Cl)ccc1Cl
→ -0.1	3	-5	-1	100	9	-1.3	-5	-3	-3
O=C(Nc1ccccc1)OCCCCCOC(=O)Nc1ccccc1
→ 0.2	9	-6	1	101	-3	0.0	4	-4	-5
Clc1ccc(-c2cc(CN3CCCCC3)no2)cc1Cl
→ -0.2	-2	-5	0	95	-2	-0.6	6	-18	-1
COCCCNC(=O)C[C@H]1C[C@H](C(=O)N2CCCCC2)[C@@]2(C)c3[nH]c4cc(-c5ccco5)ccc4c3CCN2C1=O
→ -0.1	-8	-6	-1	99	-8	1.5	1	-2	2
CCSc1nc2ccccc2n1S(=O)(=O)c1ccccc1
→ 0.0	-1	-7	1	78	5	5.2	-12	0	2
Cc1cccc(C=CC(=O)c2ccccc2)c1
→ -0.1	-21	-5	8	98	9	-4.4	12	-1	-13
O=C1c2ccccc2NC2(CCCCC2)N1N=C1CCCCC1
→ 0.0	-2	-3	-1	91	-14	-1.6	2	1	-4
CC(C)(C)C(=O)Nc1cccc(OC(F)(F)C(F)Cl)c1 (centres undefined)
→ 0.6	-1	5	-1	97	-7	-0.3	1	-6	-6
CCOC(=O)C1=C(CS(=O)(=O)c2ccc(C)cc2)NC(=O)NC1c1ccc(O)c(OC)c1 (centres undefined)
→ -0.1	-1	-7	2	100	0	0.5	-1	-6	6
CCOc1ccc(CN(C)Cc2cc(=O)oc3cc(C)c(Cl)cc23)cc1
→ 0.1	-1	-5	-3	100	.	-0.5	-4	0	-10
CN(C(=O)c1cccc(NC(=O)Cc2ccc(NC(=O)C3CCCN(S(=O)(=O)c4cccc([N+](=O)[O-])c4)C3)cc2)c1)C1CCCC1 (centres undefined)
→ 0.0	-2	-6	-1	99	-7	0.6	-1	0	-7
Cn1cnc([N+](=O)[O-])c1Sc1nnc(-c2cccnc2)n1C
→ 0.1	-21	-17	5	78	-5	-0.7	-7	-3	4
Cc1cc(C(=O)CSc2nnc(-c3ccc(F)cc3)o2)c(C)n1CC1COc2ccccc2O1 (centres undefined)
→ 0.2	-3	.	2	94	0	8.8	3	16*	1
COC(=O)c1c(NC(=O)c2ccco2)sc2c1CCN(C(C)=O)C2
→ 0.0	38	-10	13	95	-4	0.2	-2	5	24
Cc1ccc(S(=O)(=O)NCCC(=O)Nc2cc(F)ccc2C)cc1C
→ 0.1	-7	-3	0	95	9	-0.1	-1	4	-4
COCC(C)n1c(C)cc(C(=O)COC(=O)/C=C/c2cccc(F)c2)c1C (centres undefined)
→ 0.2	-4	-2	-1	101	-5	1.2	1	2	-12
COc1ccc(C(=O)CC(SCC(NC(C)=O)C(=O)O)c2ccc(Cl)cc2)cc1OC (centres undefined)
→ 0.3	-2	-19	33*	97	0	0.6	-4	-4	-2
CCn1ncc(S(=O)(=O)NCc2ccccc2Cl)c1C
→ 0.1	5	-5	2	101	11	0.3	-5	6	0
CCC(CC)C(=O)Nc1cccc(C(=O)Nc2nccs2)c1
→ -0.1	-2	-5	4	96	0	-0.7	-2	0	10
C=CCNC(=O)/C(C#N)=C/c1c(N(Cc2ccccc2)Cc2ccccc2)nc2ccccn2c1=O
→ -0.4	1	-3	3	91	-7	0.9	-4	2	38

Vif imaging, entries above that show a hit.
| smiles | aDG glyco act | Exocytosis inh | CaV13 ICDI inh | Glyco luc inh | ABCB6 inh 2 | Vif imaging | PDI turbidity | m5-HT2A agonist |
| --- | --- | --- | --- | --- | --- | --- | --- | --- |
| CCOc1ccc(C(=O)c2cc([N+](=O)[O-])ccc2N2CCOCC2)cc1 | -0.3 | 0 | -13 | 7 | 101 | 74* | 10 | -4 |

Later entries.
Order of results – aDG glyco act	Exocytosis inh	CaV13 ICDI inh	Glyco luc inh	ABCB6 inh 2	Vif imaging	hiPSC survival	PDI turbidity	m5-HT2A agonist	H9c2 protect
O=[N+]([O-])c1cccnc1C1OCCO1
→ 0.0	-1	-6	-2	96	-2	-1.4	-3	0	1
Cc1cccc2c(-c3ccccc3)cc(=O)[nH]c12
→ -0.2	0	-5	-3	99	-4	2.1	-3	-3	-3
Cc1cccn2c(=O)c3cc(C#N)c(=NC(=O)c4ccco4)n(Cc4ccco4)c3nc12
→ 0.2	1	11	4	94	-3	-0.5	2	0	17
Cc1cc(-c2nsc(=O)o2)c(S(C)(=O)=O)s1
→ -0.1	27	-8	-2	98	-16	-1.1	13	0	3
CN(C)c1oc(-c2ccccc2Cl)nc1C#N
→ -0.1	-2	-10	2	97	-2	-3.0	0	-1	0
CN(C)S(=O)(=O)c1cccc(NC(=O)CCSc2ccc(Cl)cc2)c1
→ 0.7	0	-3	-2	98	-4	0.2	-6	-1	-10
CCCNC(=O)c1nc2ncc(Br)cn2n1
→ -0.1	-1	-4	1	95	5	3.3	-2	9	6
CC(=O)Nc1ccc(S(=O)(=O)N2CCN(C(=O)c3ncoc3-c3ccccc3C)CC2)cc1
→ 0.0	-5	-3	1	94	-5	1.6	23	-9	-9
c1ccc2c(c1)nc(Nc1ccc3c(c1)OCO3)c1nnnn12
→ -0.5	2	.	-3	102	7	-3.4	-1	4	56*
Cc1cc(C)n(Cc2cccc(C(=O)N/N=C/c3ccncc3)c2)n1
→ -0.1	-6	-6	1	99	-8	-0.5	2	3	8
CCC1Oc2ccccc2C(=O)N(CC(=O)c2ccc3c(c2)OCCO3)C1=O (centres undefined)
→ 0.1	1	-6	0	100	-2	-0.6	-4	3	1
O=C(NC(=S)NCc1cccnc1)c1ccccc1
→ -0.1	-3	-4	0	97	4	-0.5	-3	1	0
CCOC(=O)c1c2c(n(Cc3ccccc3)c1C)C(=O)C(=O)c1ccccc1-2
→ -0.7	99*	-5	-23	95	2	-1.2	13	15*	-11
CC1=Nc2cc(C(=O)O)ccc2Sc2ccc(C)cc21
→ -0.6	0	-5	-1	97	13	-1.0	-1	8	4
Cc1cccc(C(=O)OCC(=O)NC(=O)Cc2ccccc2)c1O
→ 0.0	1	.	0	95	-3	-0.2	12	-5	2
COc1ccccc1-c1c(C(F)(F)F)oc2cc(OC(=O)c3cccc([N+](=O)[O-])c3C)ccc2c1=O
→ 0.0	5	-6	1	101	-6	-2.5	1	-1	-8
COc1cc(NC(=O)C(=O)NCCN(C)C)c(OC)cc1Cl
→ 0.6	-1	-2	-1	94	-4	0.1	-2	-2	3
COc1cc(/C=N/NC(=O)CCOc2ccccc2C)cc(Br)c1O
→ 0.9	1	-4	4	88	0	-2.0	-4	-4	-7
COc1ccc(OCC(NS(=O)(=O)c2ccc(-n3cnnn3)cc2)C(C)C)cc1 (centres undefined)
→ 0.1	2	-14	1	100	3	-0.2	-5	2	-4
O=C(CSc1nnc2ccccn12)NNC(=O)c1ccccc1
→ -0.3	14	0	0	101	-4	3.7	6	-7	-2
CC1(C)CC(=O)C(C=NCCN2CCN(C3CC(=O)N(c4ccc(F)cc4)C3=O)CC2)=C(O)C1 (centres undefined)
→ -0.1	-1	-1	3	99	-5	-0.8	3	10	-4
O=C(Nc1ccc(S(=O)(=O)N2CCCCC2)cc1)c1ccco1
→ 0.1	-2	-3	-2	100	-7	-0.4	-2	1	-2
COc1ccc(C(=O)N/C(=C\c2ccc(Cl)cc2)C(=O)NCC2CCCO2)cc1 (centres undefined)
→ -0.4	0	-4	0	107	6	-0.6	2	1	-6
